PHOSPHO1 block – PubChem AID 1565; recombinant PHOSPHO1, absorbance phosphatase assay; inhibition, % at 13.3 µM; actives 1.1% (n = 290,000); in the data active means inhibition above about 60%
IMP-1 inhibitor – IMP-1 metallo-beta-lactamase inhibitors, primary screen, biochemical, epi-absorbance readout, Pseudomonas aeruginosa enzyme. metallo-beta-lactamase IMP-1 (Pseudomonas aeruginosa). purified IMP-1, nitrocefin hydrolysis, epi-absorbance fluorescence. inhibition, % at 5.6 µM. actives 0.45% (n = 290,000);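 active means inhibition above the mean plus 3 SD of all compounds in the same screening run, cut at about 4.5% in these data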;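 further: 0% = IMP-1 with DMSO and 100% = DMSO wells lacking enzyme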
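Assay system: purified IMP-1; Quantity: IMP-1 0.2 nM before substrate addition; Medium: HEPES buffer pH 7.1 with ZnSO4 and Brij 35; Incubation: 15 min enzyme–compound preincubation, then 25 min nitrocefin reaction, 25 °C; Signal: fluorescence quenching readout, ex 480/em 530 nm; Controls: DMSO with and without IMP-1; Repeats: singlicate testing.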
IDE inh – human IDE inhibitors in live cells, primary screen, fluorescence polarization, HEK cells, FAbetaB substrate | FAbetaB cleavage | actives 0.41% (n = 320,000) | Insulin-degrading enzyme (Homo sapiens), P14735 | AID 434962, 2010 | inhibition, % at 5.59 µM;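 active means percent inhibition above the average of all tested compounds plus 3 SD, set per screening campaign, cut at about 16% in these data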;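 further: IDE supplied by intact live HEK cells; FP after avidin binding of uncleaved biotin substrate so inhibition keeps polarization high; 0% = DMSO wells and 100% = 60 µM reference IDE inhibitor Ii1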
Target sequence (P14735 whole entry, looked up): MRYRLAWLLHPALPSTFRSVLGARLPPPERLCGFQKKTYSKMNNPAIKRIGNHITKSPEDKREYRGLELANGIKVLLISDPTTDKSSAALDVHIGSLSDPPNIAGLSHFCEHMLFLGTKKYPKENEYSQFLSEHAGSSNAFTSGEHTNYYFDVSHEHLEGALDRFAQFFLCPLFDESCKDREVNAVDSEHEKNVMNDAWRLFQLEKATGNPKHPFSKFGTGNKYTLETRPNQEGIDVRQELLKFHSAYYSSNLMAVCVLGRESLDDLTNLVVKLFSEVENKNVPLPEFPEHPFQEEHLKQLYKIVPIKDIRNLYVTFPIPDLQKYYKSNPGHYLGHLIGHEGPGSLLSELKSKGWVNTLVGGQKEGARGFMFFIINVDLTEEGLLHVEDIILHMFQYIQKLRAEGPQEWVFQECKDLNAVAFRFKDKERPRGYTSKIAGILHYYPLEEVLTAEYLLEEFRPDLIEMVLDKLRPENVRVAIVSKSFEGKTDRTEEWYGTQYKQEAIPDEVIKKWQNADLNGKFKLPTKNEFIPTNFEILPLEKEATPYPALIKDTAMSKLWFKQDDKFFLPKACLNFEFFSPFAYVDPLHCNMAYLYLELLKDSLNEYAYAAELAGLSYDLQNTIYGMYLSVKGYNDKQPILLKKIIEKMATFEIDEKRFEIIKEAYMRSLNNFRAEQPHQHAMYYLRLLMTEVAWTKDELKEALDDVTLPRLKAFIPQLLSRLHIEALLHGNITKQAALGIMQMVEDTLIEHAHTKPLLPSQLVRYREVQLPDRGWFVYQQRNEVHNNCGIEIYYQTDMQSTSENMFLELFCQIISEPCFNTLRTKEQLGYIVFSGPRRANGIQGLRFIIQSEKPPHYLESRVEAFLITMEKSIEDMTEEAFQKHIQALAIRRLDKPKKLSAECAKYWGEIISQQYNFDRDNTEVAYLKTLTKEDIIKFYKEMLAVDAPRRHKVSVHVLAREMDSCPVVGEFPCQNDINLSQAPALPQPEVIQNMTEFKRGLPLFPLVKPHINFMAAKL
IDE act – human IDE activators in live cells, primary screen, fluorescence polarization, HEK cells, FAbeta-B substrate; Insulin-degrading enzyme (Homo sapiens), P14735; FAbeta-B cleavage; 0% vehicle, 100% cell-free pure enzyme wells; activation, % at 5.96 µM; actives 0.073% (n = 340,000); AID 493087, 2011;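 active means activation above the mean of all tested compounds plus 3 SD, set per screening campaign, cut at about 17% in these data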
PfM18AAP inh – PfM18AAP inhibitors, malaria aminopeptidase, primary screen, biochemical, QFRET, recombinant enzyme; M18 aspartyl aminopeptidase (Plasmodium falciparum 3D7); H-Glu-NHMec fluorogenic cleavage; inhibition, % at 7.35 µM; actives 1.2% (n = 290,000);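 active means inhibition above the campaign mean inhibition over all tested compounds plus 3 SD, cut at about 28% in these data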;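 further: 0% = plate median of test compound wells and 100% = 2 mM ZnCl2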
NALP1 inh – NALP1 inflammasome inhibitors in reconstituted yeast, colorimetric, S. cerevisiae, triplicate retest | S. cerevisiae NALP1/ASC/caspase-1 growth, X-gal OD620, 72 h | inhibition, % at 10 µM | actives 0.61% (n = 280,000) | AID 2071, 2009; in the data active means inhibition mostly above about 24%, no sharp cut-off; inactive means mostly below about 32%; further: some compounds called inactive have numbers as strong as hits
VIM-2 inh – VIM-2 metallo-beta-lactamase inhibitors, primary screen, biochemical, epi-absorbance readout, Pseudomonas aeruginosa enzyme; purified VIM-2, nitrocefin hydrolysis, epi-absorbance fluorescence; inhibition, % at 5.6 µM; actives 0.89% (n = 290,000); AID 1527, 2009;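 active means inhibition above the mean of all tested compounds plus 3 SD, cutoff set per screening run, cut at about 7.5% in these data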;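 further: red hydrolysis product quenches plate fluorescence so inhibitors raise well fluorescence; 0% = enzyme with DMSO and 100% = DMSO without enzyme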
GPR7 antagonist – GPR7 receptor antagonists, primary screen, cell-based, fluorescence, single concentration; Neuropeptides B/W receptor type 1 (Homo sapiens), P48145; GPR7-expressing cells, fluorescence antagonist assay; inhibition, % at 4.4 µM; actives 1.1% (n = 290,000); AID 1861, 2009; in the data active means inhibition above about 16%, passing the limit was not always enough;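 further: cells stimulated with the agonist NPW; 0% = agonist with vehicle and 100% = vehicle without agonist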
pCIP destab – p/CIP-EGFP fusion destabilizers, primary screen, fluorescence, F442A cells. decrease of EGFP signal, % at 10 µM. AID 1984, 2009. Q05BA5. actives 0.01% (n = 290,000). 16 h;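 active means EGFP signal decrease of at least 30% at 10 µM or well 3 SD below plate mean, unless failing retest; inactive means the rest, including hits failing retest or dose response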; further: some compounds called inactive have numbers as strong as hits; many of its hits are not listed in these tables
Starred values were filed as active, the others as inactive; / = not tested or not shown.

SMILES	PHOSPHO1 block	IMP-1 inhibitor	IDE inh	IDE act	PfM18AAP inh	NALP1 inh	VIM-2 inh	GPR7 antagonist	pCIP destab
CCOc1ccc(-c2nc(C#N)c(NCc3ccc4c(c3)OCO4)o2)cc1	2	-3.3	0	5	-4	33	-2.5	2	-6
O=C(OCC(=O)N1CCN(c2ccccc2)CC1)c1cc(Cl)ccc1[N+](=O)[O-]	4	-1.6	-7	-6	-3	12	-3.2	-9	-20
Cc1cccc(C(=O)c2cnc3ccccc3c2-c2ccccc2)c1	16	-1.7	4	8	-12	36	-1.6	3	5
O=C(Nc1ccc(S(=O)(=O)NCCc2ccccc2)cc1)c1ccc(Br)o1	-1	-3.3	-2	6	-1	-9	-4.2	-8	-8
Cc1ccc(N2C(=O)CC(C)(C)CC2=O)cc1Cl	34	-2.5	2	3	3	9	-0.3	-14	2
CC(Oc1ccc(-c2ccccc2)c(F)c1)c1ccn(S(=O)(=O)c2ccc(Cl)cc2)n1 (configuration not stated)	32	-0.1	3	7	7	19	1.0	-9	-6
Cc1ccccc1C(=O)NC(=S)Nc1ccccc1[N+](=O)[O-]	-30	0.0	4	0	-14	-3	0.0	-9	9
COc1ccc(NC(=O)CSc2nc3ccc(Nc4nc(N5CCOCC5)nc(N5CCOCC5)n4)cc3s2)cc1	12	0.0	5	3	-2	-6	-2.2	-1	1
CC#CC(=O)N1CCCC(C(=O)c2ccc(SC)cc2)C1 (configuration not stated)	/	-1.0	2	-4	-8	24	-1.9	-9	-8
O=C(Nc1cccc(S(=O)(=O)N2CCOCC2)c1)c1cc2c(s1)CCC2	5	-1.7	-2	0	-10	1	1.5	-9	-3
CCCc1nc2sc3ccccc3c(=O)c2c(=O)n1Cc1ccc(OC)cc1	-1	-1.0	-2	/	-1	6	-0.3	-9	-6
Cc1cc(C(=O)OCC(=O)Nc2cccnc2Cl)c2ccccc2n1	22	-2.1	-1	2	4	30	-1.1	-20	-16
Cc1cc(C)c(S(=O)(=O)N(C)CC(=O)NCc2cccnc2)c(C)c1	49	0.9	0	-4	-10	25	-1.2	2	-3
N#C/C=C/N1CCN(Cc2ccc3c(c2)OCO3)CC1	16	-1.3	3	2	-2	14	-0.6	7	-2
Cc1ccc(CCNC(=O)C2CC(c3cccc(F)c3)=NO2)cc1 (configuration not stated)	44	/	-1	1	/	/	/	/	6
Cc1ccc(S(=O)(=O)NC(=O)Nc2cc(C)on2)cc1	21	-1.6	-1	6	-4	-8	-1.4	-13	-3
COc1ccc(-n2ccn3c(CCC(=O)N4CCN(c5cccc(C)c5C)CC4)nnc3c2=O)cc1	47	0.5	3	3	-2	25	2.1	9	2
COc1cccc2sc(Nc3nc(-c4cc5ccccc5oc4=O)cs3)nc12	-53	1.0	5	-3	0	14	0.6	1	3
O=c1[nH]c2ccccc2nc1/C=C(\O)C(F)F	2	-2.4	4	-2	3	8	-4.0	-3	-27
CSCCC(NC(=O)c1ccc(Cl)cc1Cl)C(=O)OCC(N)=O (configuration not stated)	48	-2.5	6	4	2	/	-1.4	-11	-9
COc1ccccc1NC(=O)C(C)OC(=O)CC1CCCC1 (configuration not stated)	-1	-2.3	-1	0	-3	8	0.7	-10	-17
C/C(=N\NC1=NCCN1)c1ccc(Cl)cc1	33	-1.6	-4	3	8	8	0.1	-4	-3
CCCCSc1nnc(CNC(=O)C23CC4CC(CC(C4)C2)C3)n1Cc1ccccc1	-14	-3.1	-2	5	2	25	-1.6	0	10
CCOc1cccc(CNn2cnnc2)c1OCc1ccccc1Cl	5	-2.5	-5	2	3	-3	-4.5	-5	3
O=[N+]([O-])c1cc(S(=O)(=O)N2CCCCCC2)ccc1Cl	50	-0.5	/	-1	10	-1	-3.8	39*	-2
O=C(C1CC1)N1CCN=C1SCc1ccccc1Cl	-5	-0.8	2	7	3	-16	-2.3	3	-8
Cc1cc(NC(=O)CC(C)C)c(=O)n(Cc2cccc(F)c2)c1	20	-7.2	8	8	9	12	-1.1	-1	-6
O=[N+]([O-])c1ncn(Cc2ccccc2Cl)n1	-5	-2.2	3	4	2	28	-2.6	-5	-4
O=C(O)CC(c1cccc(Cl)c1)n1cccc1 (configuration not stated)	3	-2.2	5	9	1	16	-0.9	-4	-10
O=C(N/N=C\c1coc2ccccc2c1=O)c1ccco1	39	-1.5	-1	6	26	6	-3.1	-23	-10
COc1cc2c(cc1OC)CN(C(=S)Nc1ccc(Cl)cc1)CC2	28	-3.8	8	4	6	-1	-2.4	6	-2
O=C(CSc1nc2ccccc2nc1SCC(=O)N1CCOCC1)N1CCOCC1	-14	-3.1	1	11	3	3	-1.6	4	-2
Cc1cc(/C=N/NC(=O)CC#N)c(C)n1-c1ccc([N+](=O)[O-])cc1	-10	-2.7	-2	-2	34*	13	-1.9	0	3
CC1CC2C3CCC4=CC(=O)C=CC4(C)C3(F)C(O)CC2(C)C1(O)C(=O)CO (configuration not stated)	8	-3.0	4	4	-5	/	-2.6	9	-10
COc1cccc(N2CCN(C(=S)Nc3ccccc3OC)CC2)c1	39	1.2	-1	4	-5	3	0.8	-7	1
Cc1ccc(OCc2nnc(SCC(=O)Nc3ccc(N4CCOCC4)cc3)o2)cc1	11	-0.7	7	-1	0	-10	-1.5	-2	3
COc1ccc(NC(=O)CN(c2ccccc2F)S(=O)(=O)c2ccc(C)cc2)c(OC)c1	29	-3.9	8	-3	2	-16	-3.6	-5	-1
O=C(Nc1ccc2c(c1)OCO2)N1CCN(C/C=C/c2ccccc2)CC1	-7	-2.7	1	1	12	4	-2.5	-2	-2
COc1ccc(-c2cc(C(=O)NN)[nH]n2)cc1	-1	-0.7	0	4	0	15	-0.8	-2	-24
C=CCOc1ccc(/C=C2\SC(N3CCCCC3)=NC2=O)cc1	35	-4.4	5	-1	3	6	-3.2	-12	-5
COc1ccc(NC(=O)CSc2ccc3nnc(-c4ccccn4)n3n2)cc1	27	-1.9	7	-1	-1	2	-1.3	-6	-9
CC(=O)C1=C(Nc2ccc(C)cc2)CC(C)(O)C(C(C)=O)C1c1ccco1 (configuration not stated)	1	-2.9	-1	3	10	1	-5.4	2	3
CCOc1ccc(OCc2ccc(C(=O)NC(C)C)o2)cc1	46	-2.8	/	4	2	20	-2.2	-25	1
Brc1cccc(OCCN2CCc3ccccc3C2)c1	44	2.2	-1	7	-11	7	-0.5	19	6
CCOC(=O)N1CCN(CC(=O)c2ccc3c(c2)CCN3)CC1	4	-3.3	-1	-1	3	2	-0.3	-6	2
CSc1nc2nc3c(cc2c(=O)[nH]1)C(O)Oc1ccc(C)cc1-3 (configuration not stated)	48	-0.8	10	4	0	0	-4.5	-10	-12
NC(=NC(=O)c1ccc(OCC(F)(F)F)nc1)c1ccc(Cl)cc1	-12	-3.2	0	5	-1	/	-1.0	-9	-2
COC(=O)c1noc(C)c1-c1ccnn1C(=O)c1ccc(C)cc1	41	-1.1	-7	4	0	14	-0.6	-9	-9
C#CC1(NC(=O)NCCCC)CCCCC1	1	-3.3	-2	6	6	8	-1.9	-13	16
COc1cc(C(=S)N2CCOCC2)ccc1OC(=O)c1ccccc1C	-7	-1.1	-6	4	3	-5	0.5	8	11
CCn1c(SCC(=O)N2CCCC2)nc2c(c1=O)SC(C)C2 (configuration not stated)	-21	-2.5	-3	3	-5	/	-0.7	8	-1
CC1=NN(c2ccccc2)C(=O)C1N=Nc1ccc(C)cc1 (configuration not stated)	9	-0.7	1	/	-7	-12	2.9	-4	4
O=C(/C=C/c1ccc(Cl)c([N+](=O)[O-])c1)Nc1ccc(N2CCCC2)c(Cl)c1	-2	-1.8	8	-3	-1	19	0.5	-4	10
CCCCOn1c(C)c(C(=O)OCC)c2c3no[n+]([O-])c3ccc21	28	0.0	0	1	-6	28	-1.7	-3	-21
COC(=O)c1ccc(C(=O)NC(=S)Nc2nc3c(s2)CC(C)CC3)cc1 (configuration not stated)	15	-3.9	-3	6	0	2	-5.8	-3	-20
O=C(NC(=S)Nc1ccc(S(=O)(=O)N2CCOCC2)cc1)c1ccccc1[N+](=O)[O-]	-61	-2.9	4	-1	2	12	-3.3	4	-19
COc1ccc(OCCCC(=O)NCc2ccco2)cc1	0	-1.9	-2	2	0	32	-2.6	-13	-4
CS(=O)(=O)N(CC(=O)NCc1ccco1)c1ccc(Cl)c(C(F)(F)F)c1	18	-3.2	1	4	1	0	0.0	5	-6
O=C(N/N=C/c1cccc(Cl)c1)C1CCCC1	-1	-1.1	-3	8	-16	14	-0.8	13	-10
COc1cccc(/C=C/C(=O)NCCc2ccc(OC)c(OC)c2)c1	-14	-1.2	11	4	-4	26	0.8	-2	-22
More results
SMILES	PHOSPHO1 block	IMP-1 inhibitor	IDE inh	IDE act	PfM18AAP inh	NALP1 inh	VIM-2 inh	GPR7 antagonist	pCIP destab
COc1ccc(-c2nn(-c3ccccc3)cc2C(=O)Nc2nccs2)cc1OC	-10	-2.5	2	-1	0	8	-1.8	4	-6
COc1cc(/C=N/n2c(C3CCCCC3)n[nH]c2=S)ccc1O	18	-2.4	/	-9	21	-15	-1.6	-5	-6
Cc1ccc(C(=O)NCC(=O)NC2CCCCCC2)cc1	40	0.2	-4	6	-3	5	1.7	-2	-4
CN(Cc1nc(C(c2ccccc2)c2ccccc2)no1)CC1COCCO1 (configuration not stated)	-12	-2.2	11	5	4	8	-0.3	-10	-17
CCOc1ccc(NC(=O)CCNS(=O)(=O)c2cccc3nsnc23)cc1	10	-2.4	4	5	3	22	-2.1	-5	2
Cc1ccc(S(=O)(=O)N2CCCC2C(=O)NC2=NCCS2)cc1 (configuration not stated)	32	1.6	10	13	5	4	-0.1	3	0
COc1ccccc1/C=C/c1nc(C#N)c(N(C)C)o1	-36	-1.7	-3	8	-2	7	-0.1	-16	-4
CC(NC(=O)c1cc2cc(Br)ccc2oc1=N)c1ccccc1 (configuration not stated)	26	-3.0	-1	0	-1	-8	0.2	-6	-4
COc1ccc(OC)c(S(=O)(=O)N2CCCCCC2)c1	-18	-3.1	4	-6	4	-10	-6.3	-10	-4
O=C(Nc1nc2c(ccc3ccccc32)s1)c1ccco1	25	-3.3	2	2	-1	0	-3.5	4	2
O=C(Nc1ccn(Cc2ccccc2F)n1)c1ccc(COc2cc(Cl)ccc2Cl)o1	24	-0.9	-1	6	-8	-5	-2.4	0	-8
O=C(NCCCSc1ccccc1)c1ccc(=O)[nH]c1	28	-4.7	3	1	-12	9	-1.2	-7	-5

3 of the entries above in order of their number in NALP1 inh, highest first:
SMILES	PHOSPHO1 block	IMP-1 inhibitor	IDE inh	IDE act	PfM18AAP inh	NALP1 inh	VIM-2 inh	GPR7 antagonist	pCIP destab
O=C(NCCCSc1ccccc1)c1ccc(=O)[nH]c1	28	-4.7	3	1	-12	9	-1.2	-7	-5
CN(Cc1nc(C(c2ccccc2)c2ccccc2)no1)CC1COCCO1 (configuration not stated)	-12	-2.2	11	5	4	8	-0.3	-10	-17
CC(NC(=O)c1cc2cc(Br)ccc2oc1=N)c1ccccc1 (configuration not stated)	26	-3.0	-1	0	-1	-8	0.2	-6	-4

Source: PubChem BioAssay
